High-throughput results (PubChem)
Nrf2 activator: Nrf2 pathway activation. AREc32 ARE-luciferase reporter (MCF7-derived line), luminescence, 24 h. Potency, µM (series often up to 46.1 µM), for inactives: top-dose activation, most hits filed as activators. hit rate 0.31% among 410,000. AID 624171; also: potency is read from the fitted curve at half-maximal effect; % of control where 0% means no effect; nearly all actives have a fitted effect of over 65% in size
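Luminescent ARE reporter assay in AREc32_Fluc cells: overnight plating at 37 deg C, 24 hr compound incubation, Steady-Glo added, 30 min RT before reading.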
Abeta yeast res: A-beta toxicity reversal in yeast. yeast expressing A-beta42, growth rescue, OD600, 48 h; response scale: 0% DMSO, 100% iron-clioquinol control. Potency, µM (series often up to 46.1 µM), inactives show at the highest dose growth rescue, hits mostly activators. hit rate 0.063% among 410,000; also: potency is read from the fitted curve at half-maximal effect; nearly all actives have a fitted effect of over 55% in size
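Yeast A-beta toxicity model in growth medium with pinned compounds, 48 h at 30 C; growth read as absorbance at 600 nm. Normalized to FeCl3/clioquinol equimolar mix (positive) and DMSO (negative).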
TGFb SMAD3 inh: blocks TGF-b signaling; HepG2 CAGA-GFP TGF-b/SMAD3 reporter, GFP fluorescence, 18 h; TGF-beta stimulated, 500 pg/mL final; hit rate 1.2% among 410,000; Potency, µM (doses to about 46.1 µM), inactives show top-dose activity, negative = inhibition, most hits filed as inhibitors; also: potency is read from the fitted curve at half-maximal effect; % is scaled to controls: 0 for no effect and ±100 for the full control effect; nearly all actives have a fitted effect of over 65% in size
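Using HEPG2 CAGA-GFP reporter cells at 1000 cells/well, we pinned test compounds, stimulated with recombinant TGF-beta (500 pg/mL final) and measured total well GFP after 18 h.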
Nrf2 block: inhibitors of Nrf2 signaling; A549 ARE-Fluc reporter, luciferase luminescence, 18-24 h; Potency, µM (titrated, usually from 46 µM), inactives show at the top dose activity change, negative = inhibition, actives largely listed as inhibitors; hit rate 2.1% among 360,000; AID 504444; also: potency is read from the fitted curve at half-maximal effect; % is scaled to controls: 0 for no effect and ±100 for the full control effect; nearly all actives have a fitted effect of over 60% in size
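Cells were seeded and rested 2 h, then exposed to compounds for 18-24 h. CellTiter-Fluor was read first as a viability measure. BugLite was added 15 min before the final luminescent read of ARE-luciferase activity in A549 cells.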
pAkt inh: inhibitors of Akt phosphorylation; Neuro2A IGF-stimulated pAkt S473 HTRF, 20 min; hits give low values; activity change, % for hits at 50 µM; hit rate 0.32% among 360,000; AID 651550; in the data active = activity change below about -80%; inconclusive = mostly about -51% to -80%; also: % is scaled to controls: 0 for no effect and ±100 for the full control effect
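Neuro2A cells in DMEM with 0.5% FBS, overnight at 37 deg C, given compound at single 50 µM final, then IGF (6 nM final) for 20 min at 37 deg C. Lysed; phospho-Akt Ser473 by HTRF after 24 h, 665/615 ratio.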
A549 tox: kills or reduces viability of A549 cells in Nrf2 counter-screen; A549 ARE-Fluc cells, CellTiter-Fluor viability, 18-24 h; Potency, µM (series often up to 46 µM), without a hit: at the top dose activity change, negative = cytotoxicity, most hits filed as inhibitors; hit rate 0.16% among 390,000; AID 504648; also: potency is read from the fitted curve at half-maximal effect; % is scaled to controls: 0 for no effect and ±100 for the full control effect
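A549 ARE_Fluc cells in 5% FBS OPTI-MEM were exposed to compounds in concentration-response for 18-24 h at 37 deg C. Viability was read by CellTiter-Fluor fluorescence (Ex 405/Em 525) after 30 min, before the luciferase read.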
Mm-Cpn inhibitor: inhibitors of Methanococcus maripaludis chaperonin (MmCpn). purified Mm-Cpn ATPase, ADP Transcreener TR-FRET. Potency, µM (series often up to 76.9 µM), inactives show at the top dose activity, negative = inhibition, actives largely listed as inhibitors. hit rate 0.031% among 330,000; also: potency is read from the fitted curve at half-maximal effect; % is scaled to controls: 0 for no effect and ±100 for the full control effect; nearly all actives have a fitted effect of over 80% in size
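Eu-cryptate anti-ADP/ADP-d2 competition gives a ratio inversely related to ADP. Enzyme at 25 nM was pre-exposed to compound for 10 min, then given 10 uM ATP for 30 min, 37°C throughout.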
CCT modulator: changes cytosolic chaperonin activity | purified chaperonin ATPase assay, HTRF ADP detection, 30 min | activity change, % (concentration not given with the values), hits read low | hit rate 0.3% among 360,000 | AID 651819; in the data active = activity change below about -30%; also: % is scaled to controls: 0 for no effect and ±100 for the full control effect
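First, chaperonin was dispensed at 40 nM or 20 nM final depending on batch activity. Next, compounds were pinned at 76 uM and ATP added at 10 uM. After 30 min at 37 °C, ADP detection reagents ran 30 min at ambient temperature.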
HepG2 tox: kills HepG2 cells in TGF-b inhibitor counter-screen. HepG2 CAGA-GFP viability, ATP luminescence, 18 h. Potency, µM (series often up to 46.1 µM), for the others: at the top dose activity change, negative = cytotoxicity, usual class: cytotoxic. hit rate 0.76% among 410,000; also: potency is read from the fitted curve at half-maximal effect; some results filed as inactive show a strong effect at the top dose
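HepG2 CAGA-GFP cells (1000/well, DMEM with 1% FBS) received compound, then TGF-beta at 500 pg/mL final, and were incubated 18 hours at 37 degrees C. Viability was read by CellTiter-Glo luminescence. Media-only wells were set as complete cell-killing and DMSO as no toxicity.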
An asterisk follows results filed as active. Unless noted, calls follow the shape of the dose curve; as a rule, active = well fitted curve in the direction sought with a large enough effect; inconclusive = small, poorly fitted or top-dose-only effect, or another doubt; inactive = no such curve, though single readings can be large; an effect the other way counts as inactive or inconclusive. An unsorted share of the library; 4.3% or so of the library scored in one or more.

A first look (two entries):
What do the screens show for `CCOc1ccc(NC(=O)COc2ccc3c(c2)CCC3)cc1OC`?
Nrf2 activator: -0.9%; Abeta yeast res: -28%; TGFb SMAD3 inh: 5%; Nrf2 block: 12%; pAkt inh: inactive; A549 tox: 16%; Mm-Cpn inhibitor: -1%; CCT modulator: -0.8; HepG2 tox: -24%

How did Cc1cc(=O)n(Cc2ccc(Cl)cc2)c2c1c(C)nn2-c1ccccc1 do in these assays?
Nrf2 activator: 0.4%; Abeta yeast res: -19%; TGFb SMAD3 inh: 1%; Nrf2 block: inconclusive; A549 tox: 13%; HepG2 tox: 2%

The whole of this part, from the start:
What do the screens show for `CCOc1ccc(NC(=O)COc2ccc3c(c2)CCC3)cc1OC`?
Nrf2 activator: -0.9%; Abeta yeast res: -28%; TGFb SMAD3 inh: 5%; Nrf2 block: 12%; pAkt inh: inactive; A549 tox: 16%; Mm-Cpn inhibitor: -1%; CCT modulator: -0.8; HepG2 tox: -24%

How did Cc1cc(=O)n(Cc2ccc(Cl)cc2)c2c1c(C)nn2-c1ccccc1 do in these assays?
Nrf2 activator: 0.4%; Abeta yeast res: -19%; TGFb SMAD3 inh: 1%; Nrf2 block: inconclusive; A549 tox: 13%; HepG2 tox: 2%

How did Cc1ccc(C)c(N2CCN(C(=O)c3ccc(NC4=NC5CS(=O)(=O)CC5S4)cc3)CC2)c1 (stereo not given) do in these assays?
Nrf2 activator: -0.4%; Abeta yeast res: -13%; TGFb SMAD3 inh: 3%; Nrf2 block: -16%; pAkt inh: inactive; A549 tox: -2%; Mm-Cpn inhibitor: -7%; CCT modulator: -1.3; HepG2 tox: -11%

How did CN(C)c1cc[n+](CC(=O)Nc2ccc(Cl)cc2)cc1 do in these assays?
Nrf2 activator: -0.1%; Abeta yeast res: 10%; TGFb SMAD3 inh: -24%; Nrf2 block: 6.5µM*; pAkt inh: inactive; A549 tox: 2%; Mm-Cpn inhibitor: 1%; CCT modulator: 0.7; HepG2 tox: -26%

Results for CN(CC(=O)Nc1cccc(F)c1)C(=O)c1ccccc1OCCOc1ccccc1 ?
Nrf2 activator: 1.2%; Abeta yeast res: 23%; TGFb SMAD3 inh: -13%; Nrf2 block: -19%; pAkt inh: inactive; A549 tox: -10%; Mm-Cpn inhibitor: 1%; CCT modulator: -1.5; HepG2 tox: -20%

Results for O=C(c1cccs1)N1CCN(c2ncc(Br)cn2)CC1 ?
Nrf2 activator: -0.2%; Abeta yeast res: 2%; TGFb SMAD3 inh: 3%; Nrf2 block: -7%; pAkt inh: inactive; A549 tox: 15%; Mm-Cpn inhibitor: 1%; CCT modulator: -3.6; HepG2 tox: -1%

How did Cc1ccc(-n2c(C)nc3c(cnn3-c3ccc(F)cc3)c2=O)cc1C do in these assays?
Nrf2 activator: -0.2%; Abeta yeast res: 11%; TGFb SMAD3 inh: 0%; Nrf2 block: 5%; pAkt inh: inactive; A549 tox: 2%; Mm-Cpn inhibitor: 0%; CCT modulator: -1.8; HepG2 tox: 4%

How did COc1ccc(N2C(=O)C3C(C2=O)C2C=CC3C23CC3)c(OC)c1 (stereo not given) do in these assays?
Nrf2 activator: -0.7%; Abeta yeast res: -2%; TGFb SMAD3 inh: 20%; Nrf2 block: 7%; pAkt inh: inactive; A549 tox: -2%; Mm-Cpn inhibitor: -2%; CCT modulator: 2.6; HepG2 tox: -16%

Results for Cc1c(C(=O)NCCSCc2c(Cl)cccc2Cl)cccc1[N+](=O)[O-] ?
Nrf2 activator: -0.4%; Abeta yeast res: 11%; TGFb SMAD3 inh: 7%; Nrf2 block: 9.2µM*; pAkt inh: inactive; A549 tox: -2%; Mm-Cpn inhibitor: -1%; CCT modulator: -0.6; HepG2 tox: -2%

Results for Cc1ccc(NC(=O)CN2C=NS(=O)(=O)c3ccccc32)c(C)c1 ?
Nrf2 activator: 0.2%; Abeta yeast res: -1%; TGFb SMAD3 inh: inconclusive; A549 tox: 11%; HepG2 tox: -4%

What do the screens show for `CN(C)C(CNC(=S)Nc1cccc(Cl)c1)c1ccccc1` (stereo not given)?
Nrf2 activator: 1.4%; Abeta yeast res: -9%; TGFb SMAD3 inh: 1%; Nrf2 block: -2%; pAkt inh: inactive; A549 tox: -4%; Mm-Cpn inhibitor: 0%; CCT modulator: 1.5; HepG2 tox: -25%

How did CCOc1ccc(CNS(=O)(=O)c2c(C(=O)N3CCCC3)c(C)n(C)c2C)cc1OC do in these assays?
Nrf2 activator: -0.6%; Abeta yeast res: -4%; TGFb SMAD3 inh: -6%; Nrf2 block: -8%; pAkt inh: inactive; A549 tox: 0%; Mm-Cpn inhibitor: 1%; CCT modulator: -2.0; HepG2 tox: 0%

How did CCOc1ccc(C2=NNC(c3cccnc3)=Nc3ccc(OC)cc32)cc1 do in these assays?
Nrf2 activator: 3.4%; Abeta yeast res: 5%; TGFb SMAD3 inh: -6%; Nrf2 block: inconclusive; pAkt inh: inactive; A549 tox: -1%; Mm-Cpn inhibitor: -1%; CCT modulator: -2.4; HepG2 tox: 2%

How did CCOC(=O)C(C)Oc1cccc2c(=O)n(CC(=O)NCc3ccco3)ccc12 (stereo not given) do in these assays?
Nrf2 activator: 0.1%; Abeta yeast res: 2%; TGFb SMAD3 inh: -26%; Nrf2 block: 8%; pAkt inh: inactive; A549 tox: inconclusive; Mm-Cpn inhibitor: -4%; CCT modulator: 0.5; HepG2 tox: -25%

How did O=C(NNc1c2ccccc2nc2ccccc12)c1cccc(O)c1 do in these assays?
Nrf2 activator: 9.5%; Abeta yeast res: 10%; TGFb SMAD3 inh: -13%; Nrf2 block: 2%; pAkt inh: inactive; A549 tox: -7%; Mm-Cpn inhibitor: -4%; CCT modulator: -1.4; HepG2 tox: -34%

Results for CCN1CCN(C(c2ccc(C)cc2)c2sc3nc(-c4ccco4)nn3c2O)CC1 (stereo not given) ?
Nrf2 activator: 0.7%; Abeta yeast res: 7%; TGFb SMAD3 inh: -4%; A549 tox: 0%; HepG2 tox: -2%

What do the screens show for `COc1ccc(CC(=O)Nc2ccc(-c3nc4cc(C)ccc4o3)c(O)c2)cc1OC`?
Nrf2 activator: -0.8%; Abeta yeast res: 9%; TGFb SMAD3 inh: 19%; pAkt inh: inconclusive; A549 tox: 3%; Mm-Cpn inhibitor: 0%; CCT modulator: -2.5; HepG2 tox: 5%

What do the screens show for `O=S(=O)(N1CCCCC1)N1CCN(c2ccccc2F)CC1`?
Nrf2 activator: 0.4%; Abeta yeast res: -28%; TGFb SMAD3 inh: -4%; Nrf2 block: -5%; pAkt inh: inactive; A549 tox: -1%; Mm-Cpn inhibitor: 3%; CCT modulator: 3.5; HepG2 tox: -1%

How did OC1CCNC(=S)N1c1ccccc1 (stereo not given) do in these assays?
Nrf2 activator: 0.0%; Abeta yeast res: 2%; TGFb SMAD3 inh: 6%; Nrf2 block: 6%; pAkt inh: inactive; A549 tox: 0%; Mm-Cpn inhibitor: -2%; CCT modulator: -1.1; HepG2 tox: -18%

How did O=C(NCc1cccnc1)C1CC(c2ccc(F)cc2)=NO1 (stereo not given) do in these assays?
Nrf2 activator: -0.7%; Abeta yeast res: 5%; TGFb SMAD3 inh: 3%; pAkt inh: inactive; A549 tox: -2%; Mm-Cpn inhibitor: 0%; CCT modulator: 0.6; HepG2 tox: 4%

How did COc1ccc(OC)c(C2=NOC(C(=O)N3CCCc4ccccc43)C2)c1 (stereo not given) do in these assays?
Nrf2 activator: 0.2%; Abeta yeast res: 8%; TGFb SMAD3 inh: 26%; Nrf2 block: 10%; pAkt inh: inactive; A549 tox: 11%; Mm-Cpn inhibitor: -3%; CCT modulator: -0.5; HepG2 tox: -13%

What do the screens show for `CCc1cccc(C)c1NC(=O)N(C)C1CCCCC1`?
Nrf2 activator: -0.2%; Abeta yeast res: 8%; TGFb SMAD3 inh: 9%; Nrf2 block: -7%; pAkt inh: inactive; A549 tox: -19%; Mm-Cpn inhibitor: -2%; CCT modulator: -14; HepG2 tox: 11%

How did COc1cccc(NC(=O)CCc2nc(-c3ccccc3F)no2)c1 do in these assays?
Nrf2 activator: 3.5%; Abeta yeast res: 2%; TGFb SMAD3 inh: -17%; Nrf2 block: -20%; pAkt inh: inactive; A549 tox: -3%; Mm-Cpn inhibitor: 0%; CCT modulator: -4.1; HepG2 tox: -14%

Results for Cc1cc2nn(-c3cccc4ccccc34)nc2cc1NC(=O)c1cccs1 ?
Nrf2 activator: 3.0%; Abeta yeast res: 28%; TGFb SMAD3 inh: 2%; Nrf2 block: inconclusive; pAkt inh: inactive; A549 tox: -23%; Mm-Cpn inhibitor: -19%; CCT modulator: -0.1; HepG2 tox: 10%

What do the screens show for `CC1(C)OC1COc1c2ccoc2cc2oc(=O)ccc12` (stereo not given)?
Nrf2 activator: 3.5%; Abeta yeast res: 15%; TGFb SMAD3 inh: -16%; Nrf2 block: 0%; pAkt inh: inactive; A549 tox: 15%; Mm-Cpn inhibitor: -1%; CCT modulator: -1.0; HepG2 tox: -25%

How did C=CCC[C@H](Cc1ccc(F)cc1)C(=O)OC[C@H](Cc1c[nH]c2ccccc12)NC(=O)[C@@H](CC=C)CC(=O)N(CCO)Cc1ccccc1 do in these assays?
Nrf2 activator: -3.4%; Abeta yeast res: 5%; TGFb SMAD3 inh: inconclusive; Nrf2 block: inconclusive; pAkt inh: inactive; A549 tox: inconclusive; Mm-Cpn inhibitor: -4%; CCT modulator: 0.7; HepG2 tox: -33%

How did O=C(CCN1C(=O)/C(=C/c2cccs2)SC1=S)Nc1ccccc1O do in these assays?
Nrf2 activator: 3.6%; Abeta yeast res: -18%; TGFb SMAD3 inh: 0%; Nrf2 block: 7%; pAkt inh: inactive; A549 tox: 3%; Mm-Cpn inhibitor: 1%; CCT modulator: -2.0; HepG2 tox: -9%
